Bioassay records as filed in PubChem.
CDK5 p35 inh: inhibitors of human CDK5/p35 kinase. Recombinant CDK5/p35, ADP-Glo luminescence, 60 min. Q00535+Q15078. 330,000 compounds, 0.01% hits. inhibition, % at 10 µM;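 active means highest replicate inhibition of at least 50% and at least 75% of replicates reaching 50%; inconclusive means only one of the two criteria met; inactive means both criteria failed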;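 further: plate controls were DMSO neutral control for no effect and GW8510 at 10 µM for full effect; many of its hits are not listed in these tables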
Target sequence (Q00535 whole entry, looked up): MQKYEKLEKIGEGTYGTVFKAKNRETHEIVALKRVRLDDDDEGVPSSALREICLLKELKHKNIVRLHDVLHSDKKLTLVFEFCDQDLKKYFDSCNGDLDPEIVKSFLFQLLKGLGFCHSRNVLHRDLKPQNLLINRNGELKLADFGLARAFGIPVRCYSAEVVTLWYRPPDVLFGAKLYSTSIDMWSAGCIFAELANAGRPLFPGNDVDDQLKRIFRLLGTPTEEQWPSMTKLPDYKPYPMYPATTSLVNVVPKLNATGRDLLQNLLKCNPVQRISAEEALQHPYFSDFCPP
Target sequence (Q15078 whole entry, looked up): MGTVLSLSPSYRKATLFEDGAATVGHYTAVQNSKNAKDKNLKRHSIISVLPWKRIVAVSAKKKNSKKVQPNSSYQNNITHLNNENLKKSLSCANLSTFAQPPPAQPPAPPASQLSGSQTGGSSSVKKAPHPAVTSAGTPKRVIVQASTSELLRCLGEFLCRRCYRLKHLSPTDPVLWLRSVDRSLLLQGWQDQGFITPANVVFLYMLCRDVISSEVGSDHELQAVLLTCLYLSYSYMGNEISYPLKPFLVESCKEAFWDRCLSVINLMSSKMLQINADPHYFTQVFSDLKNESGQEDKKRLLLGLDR
Tat export inh: E. coli Tat transport inhibition; E. coli MC4100 TorA-mCherry Tat export, fluorescence; inhibition, % at 10 µM; 340,000 compounds, 0.036% hits; AID 488895;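 active means mean replicate inhibition at least 50% and at least half of replicates individually reaching 50%; inconclusive means only one of the two criteria met; inactive means neither criterion met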;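 further: exported cargo escapes ClpAP degradation while cytoplasmic cargo is degraded and loses fluorescence; 0% = median of neutral control wells and 100% = median of NaSCN control wells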
CAL PDZ FP-1: blocks peptide binding to the human CAL PDZ domain. purified CAL PDZ, TMR-peptide fluorescence polarization, 1 h. 300,000 compounds, 0.92% hits. AID 602252. inhibition, % at 24.9 µM;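 active means mean inhibition of at least 30% with at least half of replicates also reaching 30%; inconclusive means no clear call, values can overlap the other calls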;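 further: 0% = DMSO neutral control and 100% = excess unlabeled competitor peptide PRC23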
CAL PDZ FP-2: inhibitors of human CAL PDZ peptide binding | 330,000 compounds, 0.02% hits | purified CAL PDZ, TMR-peptide fluorescence polarization, 1 h | inhibition, % at 20 µM | AID 504414;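 active means highest replicate inhibition of at least 40%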;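 further: plate controls were DMSO neutral control wells for no effect and unlabeled competitor peptide control wells for full effect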
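Material: tagged CAL PDZ domain; buffer or medium: 25 mM sodium phosphate pH 7.4, 150 mM NaCl, TCEP, IgG, Thesit; compound dosing: single point, 20 µM; schedule: 1 h incubation at room temperature before polarization reading; measured by: FP readout, S and P plane fluorescence; read-out basis: percent inhibition from loss of millipolarization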
V-ATPase pH: regulators of yeast V-ATPase proton transport | 350,000 compounds, 0.37% hits | AID 504577 | response, % at 10 µM | S. cerevisiae, pHLuorin cytosolic pH fluorescence; in the data active means response mostly above about 7.3%, no sharp cut-off; inactive means mostly below about 5.4%; further: actives read high; inactives centre near 0; some compounds called inactive have numbers as strong as hits; reference of the scale not given here
RTF Ca sens act: cardiac RTF calcium sensitization. IANBD-labeled TnC RTF fluorescence at EC20 calcium; 0% EC20 calcium, 100% full calcium. 340,000 compounds, 0.24% hits. activation, % at 7.2 µM;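 active means activation above the mean over all tested compounds plus 3 SD, cut at about 30% in these data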;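 further: rise in fluorescence read as greater calcium sensitivity of cardiac thin filaments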
Rtt109 Vps75: C. albicans Rtt109 histone acetyltransferase inhibition | Q5AAJ8 | purified Rtt109/Vps75, ThioGlo CoA-SH fluorescence, 4 h | inhibition, % at 34.9 µM | 330,000 compounds, 0.16% hits | AID 540336;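 active means inhibition of at least 50% in every replicate; inconclusive means best replicate reaches 50% inhibition but some replicates fall short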
Target sequence (Q5AAJ8 whole entry, looked up): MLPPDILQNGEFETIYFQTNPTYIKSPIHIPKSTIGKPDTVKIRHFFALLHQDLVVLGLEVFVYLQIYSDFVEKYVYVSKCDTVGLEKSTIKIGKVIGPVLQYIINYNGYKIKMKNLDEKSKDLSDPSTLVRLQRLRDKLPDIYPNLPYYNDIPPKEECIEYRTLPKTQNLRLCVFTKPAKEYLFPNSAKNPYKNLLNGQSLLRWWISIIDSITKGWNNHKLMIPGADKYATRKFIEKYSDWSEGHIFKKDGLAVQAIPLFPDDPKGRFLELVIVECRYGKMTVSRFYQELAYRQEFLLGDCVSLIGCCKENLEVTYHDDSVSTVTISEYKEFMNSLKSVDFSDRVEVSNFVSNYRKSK
MITF TRPM1 HTS: increases MITF-driven TRPM1 promoter luciferase signal. AID 588334. 300,000 compounds, 0.75% hits. SK-MEL-5 TRPM1-promoter luciferase, 24 h; % of positive control, neutral wells = 0. activation, % at 12.5 µM;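 active means mean activation of at least 80% with every replicate also reaching 80%; inconclusive means mean reaches 80% but some replicate falls short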;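 further: 0% = neutral control wells and 100% = parthenolide positive control wells; values of inactives mirror those of a sister screen read the other way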
dFosB activator: mouse delta FosB homodimer activation; P13346; purified delta FosB, TAMRA-CDK5 oligo fluorescence polarization; percent of positive-control signal above neutral wells; activation, % at 25 µM; 340,000 compounds, 0.99% hits;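 active means mean activation above about 17%, with every replicate also reaching it, limit read from the data, passing the limit was not always enough; inconclusive means only one of the two conditions met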;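 further: fluorescence polarization rise as delta FosB binds a TAMRA Cdk5 AP-1 oligo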
Wnt bcat act: activators of Wnt/beta-catenin signaling; Wnt/beta-catenin reporter cell assay, activator, plate reader; activation, % at 9.35 µM; 300,000 compounds, 1.2% hits; in the data active means activation above about 30%, passing the limit was not always enough; inconclusive means no clear call, values can overlap the other calls;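 further: 0% = neutral control wells and 100% = positive control wells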
Active calls of the source: *; ? = inconclusive; . = no result given. The order is random; overall some 4.1% were active at least once.

Every second line gives: CDK5 p35 inh, Tat export inh, CAL PDZ FP-1, CAL PDZ FP-2, V-ATPase pH, RTF Ca sens act, Rtt109 Vps75, MITF TRPM1 HTS, dFosB activator, Wnt bcat act
CC(C(=O)O)n1c2ccccc2c2cn[nH]c(=O)c21 (stereo not given)
 : -1.0, -2, -2, -0.9, 1, 0, 8, -4, 1, -3
CCCCc1nnc(NC(=O)CN2C(=O)C3CCCCC3C2=O)s1 (stereo not given)
 : 0.9, 3, -2, -2.5, -4, 1, 3, 6, 4, -3
O=C(NC1CCS(=O)(=O)C1)c1ccc(Br)o1 (stereo not given)
 : 0.3, -1, -2, -0.2, 4, -9, -6, -10, 0, -2
S=C(NCCc1ccccc1)N/N=C/c1c(Cl)cccc1Cl
 : -1.5, 4, 0, -2.1, -2, 1, 16, -13, -11, 0
Cc1nn(-c2cccc(Cl)c2)c(Cl)c1/C=N/NC(=O)c1cccs1
 : 1.5, -2, -2, -0.4, 3, 13, -8, 17, ?, .
CC(=O)c1ccc(Cc2ccc(C(C)=O)cc2)cc1
 : -1.0, -7, -5, -5.1, 1, -4, -4, -4, -3, 1
O=C(COC(=O)c1cc([N+](=O)[O-])ccc1N1CCOCC1)c1ccccc1Cl
 : -1.2, 5, -3, -1.6, -3, -2, 1, 0, -2, 1
Cc1ccc(F)cc1NC(=O)c1cccc2nccnc12
 : 1.1, 5, -3, ., 0, 2, -4, -12, 4, .
COc1ccc(N2C(=O)c3ccc(C(=O)OC(C)C)cc3C2=O)cc1
 : -0.3, 6, 4, ., -2, -5, 3, -5, 1, 1
CSc1cccc(NC(=O)CC(C)n2ccnc2)c1 (stereo not given)
 : 0.9, 1, ., -0.4, 0, 14, -2, -4, 2, 1
CC(C)(C)c1ccc(C(=O)NCCCN2CCN(CCCNC(=O)c3ccc(C(C)(C)C)cc3)CC2)cc1
 : 0.0, 40, -1, -1.2, 5, 4, 4, -89, 11, -11
Cc1cc2ccccc2c(=O)n1CC(=O)NCc1ccco1
 : 1.0, -13, -3, -0.9, -7, -3, -2, -4, 4, -2
COc1cc(Cl)c(C)cc1NC(=O)CCN1C(=O)NC(C)(C)C1=O
 : 0.0, 11, -4, -1.3, 0, 9, -5, -23, -8, 1
COc1ccccc1CNC(=O)CSC(=S)N1CCCC1
 : -0.3, -5, -4, -2.5, 1, 1, 0, 10, -9, 1
Cc1cc(C)n(-c2ccc(C(=O)Nc3cccc([N+](=O)[O-])c3)cc2)n1
 : -7.2, 1, -4, ., 8, -2, 5, 9, -11, -18
COC(=O)C1=C(CS(=O)(=O)c2ccccc2)NC(=O)NC1c1ccccc1 (stereo not given)
 : 0.5, -9, -7, -0.5, -1, 3, -6, -6, 1, 0
Nc1c(C(=O)Nc2ccc3c(c2)OCCO3)nnn1Cc1ccc(Cl)cc1
 : -2.3, -10, 1, 0.4, -1, -3, -3, 130*, -5, 44*
Cc1ccc(/C=C/c2nc3ccccc3c(=O)[nH]2)cc1
 : -0.4, -2, 2, -1.0, 2, 1, -17, -14, 10, -3
COc1ccc(-c2c(NCCc3ccccc3)c(=O)c2=O)cc1
 : -0.1, 2, -2, -0.4, -1, -4, 11, -11, 4, 0
CC1(C)Cc2cccc(Oc3ccc(S(=O)(=O)N4CCCC4)cn3)c2O1
 : 0.5, -3, 4, -0.1, 4, -6, -2, -1, -4, -1
CCCCCN(C(=O)CCC(=O)OCC(=O)NCc1cccc(OC)c1)c1c(N)n(CCCC)c(=O)[nH]c1=O
 : 2.1, 7, 2, -1.3, 0, 2, 13, -5, -20, 0
Cc1ccc(S(=O)(=O)N2CC=C(c3ccc(F)cc3)CC2)cc1
 : ., 6, -5, -0.9, 2, -4, 1, -2, 1, -4
COc1ccccc1-c1cc(C(=O)NCc2ccco2)no1
 : -0.2, -3, ., -0.6, 0, -3, -1, 20, -2, 5
CCOC(=O)c1c[nH]n2c(=O)cc(C)nc12
 : -1.1, -1, 0, -0.5, 0, ., 37, ., -2, 1
COc1ccc(C(=O)N/N=c2\oc3ccccc3cc2C(=O)NCc2ccccc2)cc1
 : -0.3, 2, 1, -1.3, 6, -4, -4, 12, -9, -8
COCCCNCCOCCOc1ccc(Cl)cc1Br
 : ., 2, 2, 0.6, -4, -2, 3, 6, -4, -7
CCOC(=O)CN(C(=O)CSc1nnc(-c2cccc(OC)c2)o1)c1ccc(F)cc1
 : -0.8, -5, 32*, 13, -3, 1, -6, ., -6, .
S=C(Nc1cccc(Cl)c1Cl)N1CCCC1
 : -0.8, -18, 5, -3.5, 4, 0, -8, 2, -5, 2
CCOC(=O)Cn1c(S(=O)(=O)Cc2ccc(F)cc2)nc(-c2ccccc2)c1-c1ccccc1
 : 0.4, 8, 1, -1.7, 4, -1, 1, 2, 0, .
COc1ccc(CN(CC(=O)NCc2ccc(F)cc2)C(=O)CCC(=O)Nc2cc(C)ccn2)cc1
 : 0.6, -4, 4, -2.1, -3, -4, -19, -4, -15, 1
O=C1CCCC(O)=C1C=Nc1ccc2c(c1)oc1ccccc12
 : -2.7, -3, -5, -0.9, 1, -6, 2, 77, 5, .
Cc1cccc2cc3ccccc3nc12
 : -0.3, -1, -3, 2.0, 1, 3, -2, ., -4, 11
Nc1nc(SCC(=O)Nc2ccccc2Sc2ccc(Cl)cc2)n[nH]1
 : 0.5, -3, -1, -2.2, 0, 0, 2, -10, -6, .
Cn1c(C(=O)NCCN2CCc3ccccc3C2)cc2c(=O)[nH]c3ccccc3c21
 : -2.1, 1, 0, -2.8, 4, 4, 13, ., -18, -3
Cc1cccc(NC(=O)c2ccc(OC3CSC3)cc2)c1
 : 0.3, -1, -4, -0.3, 4, -4, 0, 46, -8, 21
S=C(NCc1ccccc1)N1CCN(Cc2ccc3c(c2)OCO3)CC1
 : -0.7, -1, -3, -0.9, 2, 0, 1, 5, 2, 0
O=C1c2ccccc2C(Nc2ccc(S(=O)(=O)N3CCOCC3)cc2)N1Cc1ccco1 (stereo not given)
 : -1.3, 0, ., -0.4, -3, -1, -4, ., -9, 6
Cc1ccc(S(=O)(=O)N/N=C/c2ccc(O)c(O)c2)cc1[N+](=O)[O-]
 : 0.2, -1, -4, -7.3, -3, 0, -7, -7, -4, 5
O=C(CSc1nnc(CNc2ccc(F)cc2)o1)N1c2ccccc2Sc2ccccc21
 : 0.0, 5, 1, -0.2, 2, -4, 1, -11, -4, .
COc1ccc(N2C(=O)c3ccccc3NC23CCCC3)cc1
 : -0.8, 2, 0, -2.4, 3, 1, 8, 51, -10, 12
O=C(CN1CCN(c2ccccn2)CC1)N1CCc2ccccc21
 : 0.6, 0, 4, -0.1, 0, 2, 0, 20, 0, 1
COc1cc(NC(C)=O)c2ncccc2c1NC(C)=O
 : 0.0, 9, 7, 0.2, 2, 2, -2, 6, -6, 1
O=C(Nc1ccc(F)cc1F)c1cc(-c2ccco2)on1
 : 0.1, 4, ., -1.2, 1, -1, -3, 3, 2, .
Cc1nc2nc(-c3ccc(Cl)cc3)cn2nc1C
 : 0.3, -11, 10, -1.0, 0, 1, -112, -4, -9, .
Cc1cc(C)c2sc(NC(=O)c3ccc(N4C(=O)CCC4=O)cc3)nc2c1
 : -1.3, -7, -5, -2.4, 1, -1, -4, -4, 80*, 6
CC1CCC/C(=N\NC(=O)COc2ccccc2Cl)C1 (stereo not given)
 : -0.5, 0, 4, 0.1, -1, -2, 13, -1, 4, -4
Clc1ccc(COc2cccc(CNCc3ccncc3)c2)cc1
 : 1.2, 6, -3, -1.5, -1, 1, 12, -13, -4, -3
COc1ccc(-n2nnc3c(=O)n(CC(=O)Nc4ccc5c(c4)OCCO5)cnc32)cc1OC
 : -1.0, -10, -1, 0.4, 2, 6, 2, -12, 49*, 0
O=C1C=C(c2ccc3c(c2)oc2ccccc23)C[C@@H](c2ccc3c(c2)OCO3)C1
 : -1.8, 4, -4, -3.3, -4, 3, 7, 9, -13, -4
COc1cc2c(cc1OC)CN(CC(=O)Nc1ccc(F)cc1F)CC2
 : -0.2, 1, -2, -1.6, 3, -3, 3, -6, -8, -1
COc1ccccc1N1CCN(C(=O)c2cc(=O)c3c(C)cc(C)cc3o2)CC1
 : 0.3, 1, 0, -1.3, -1, -2, 4, 9, 0, 0
COc1ccccc1C(=O)N/C(=N/c1nc(C)cc(C)n1)Nc1ccccc1
 : -0.4, -2, -2, -1.2, 0, 0, -2, ., -7, 2
CN(C)CCCNC(=O)c1cc(Br)ccc1O
 : 1.2, 0, -3, 1.8, ., ., -12, ., -3, -4
CC1(C)CC(N2CCCC2)=CC(=[N+]2CCCC2)C1
 : 0.9, -2, 28, -0.7, -1, -5, 14, -32, -2, 3
Cc1cccc(NC(=O)c2cc(S(=O)(=O)N3CCc4ccccc43)cn2C)c1C
 : 0.7, -7, 0, -0.1, 0, -2, 1, ., 40*, 0
COC(=O)[C@]1(Cc2ccccc2)N[C@H](CN(C)C(=O)c2ccccc2)[C@@H]2C(=O)N(C)C(=O)[C@@H]21
 : 2.1, 0, -3, -0.6, -1, -9, -16, 6, -5, -4
COCCCC1CCN(Cc2nc(-c3ccccc3)no2)CC1
 : 0.0, 10, 3, -2.9, -3, -5, -5, 6, -4, .
COCCn1c(C)cc(/C=N/NC(=O)c2cccnc2)c1C
 : 0.1, -8, 0, -3.6, -2, 3, 7, 13, 2, 0
O=C1CCCc2sccc2N1
 : 1.9, 0, -1, 0.4, -2, -1, 2, 5, 7, -1
COc1ccc(S(=O)(=O)N2CCN(C(=O)Cc3ccsc3)CC2)cc1
 : 1.9, 2, -1, 0.8, 2, -4, 9, -1, 0, -3
